# Screens: PubChem BioAssay, several laboratories
# MrgX1 allo act: human MrgX1 positive allosteric modulation, primary screen; Q96LB2; MrgX1-HEK293, Fluo-4 calcium flux, FDSS; active compounds read high; B-score at 10 µM; actives 0.63% (n = 310,000);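 active = plate-corrected calcium response at least 3 library SD above typical, normal starting fluorescence, not activating the receptor alone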;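 note: compound read alongside a low EC10 to EC30 dose of BAM8-22 agonist; peak minus trough fluorescence over baseline measured at the second addition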
# Target sequence (Q96LB2 whole entry, looked up): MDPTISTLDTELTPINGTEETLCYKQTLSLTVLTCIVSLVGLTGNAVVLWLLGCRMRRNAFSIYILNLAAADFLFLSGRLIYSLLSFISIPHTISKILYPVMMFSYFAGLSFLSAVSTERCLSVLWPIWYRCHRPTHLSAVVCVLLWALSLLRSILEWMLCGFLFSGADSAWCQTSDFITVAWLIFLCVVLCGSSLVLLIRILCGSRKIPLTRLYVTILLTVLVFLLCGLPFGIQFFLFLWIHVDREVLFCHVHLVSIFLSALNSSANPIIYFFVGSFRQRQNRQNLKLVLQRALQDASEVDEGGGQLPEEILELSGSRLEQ
# RGS4 inh: human RGS4 inhibition | B-score at 10 µM | actives 0.45% (n = 310,000) | HEK293 M3R/RGS4 inducible, Fluo-4 calcium flux; active compounds read high; triggered by carbachol at its EC20;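 active = B-score, a plate-corrected calcium signal, over three deviations above library mean, with baseline fluorescence within five deviations of library mean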;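 note: RGS4 expression induced by doxycycline in cells with stable M3 receptor; B-score is computed from the integrated fluorescence ratio over baseline after carbachol; higher B-score means a larger calcium signal and so more RGS4 inhibition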
# Target sequence (P49798 whole entry, looked up): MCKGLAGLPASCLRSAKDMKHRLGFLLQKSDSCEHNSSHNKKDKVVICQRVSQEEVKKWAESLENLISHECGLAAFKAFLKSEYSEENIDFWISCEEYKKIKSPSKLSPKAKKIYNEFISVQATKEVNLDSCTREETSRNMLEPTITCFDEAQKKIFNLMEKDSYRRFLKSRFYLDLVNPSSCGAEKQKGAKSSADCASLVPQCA
# SKKanGAS inh: inhibitors of SKKanGAS S. pyogenes growth in kanamycin (SK-promoter or general growth effect) | BacTiter-Glo, 6 h | inhibition, % at 7.5 µM | actives 1.3% (n = 300,000);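 active = mean replicate score, as percent of positive control median, at least 50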;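 note: strain carries kanamycin resistance gene driven by streptokinase promoter and grows in 40 µg/ml kanamycin; loss of luminescence reflects streptokinase promoter inhibition or plain growth inhibition; 0% = median of DMSO wells and 100% = positive control at its reference dose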
# MrgX1 ag: human MrgX1 receptor agonism, primary screen. MrgX1-HEK293 cells, Fluo-4 calcium fluorescence, agonist mode; active compounds read high. B-score at 10 µM. Q96LB2. AID 588627. actives 0.44% (n = 310,000);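 active = calcium response B-score plate-corrected fluorescence ratio at least 3 library SD, with starting fluorescence B-score inside 5 SD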
#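 Material: MrgX1-expressing HEK293 cells; input: 15,000 cells per well; doses: test compound given as first of three sequential additions; schedule: overnight plating before 1 h dye loading; technique: Fluo-4 NW calcium-flux fluorescence, kinetic read; evaluation: baseline-normalised fluorescence change ratio, B-scored; control set: plate-wise positive and negative controls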
# TRPC6 inh: mouse TRPC6 channel inhibition; Q61143; HEK293-TRPC6, membrane potential dye, ACh-evoked depolarization; active compounds read low; B-score at 10 µM; actives 1.1% (n = 310,000);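 active = B-score under library mean minus 3 SD, initial fluorescence not abnormally high, positive integrated signal ratio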;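 note: B-score derived from integrated fluorescence ratio over the kinetic read; more negative B-score means stronger inhibition of depolarization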
# Platelet DG rel: platelet dense granule release activity. human platelet-rich plasma, SFLLRN dense granule ATP release, luminescence. inhibition, %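 (compounds screened at 7.5 µM in platelet-rich plasma)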. actives 0.22% (n = 300,000). AID 1663;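 active = mean replicate score, as percent of positive control, at or above 50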
# MrgX1 antag: human MrgX1 receptor antagonism, primary screen; MRGX1-HEK293 calcium flux, Fluo-4, BAM8-22 antagonism; active compounds read low; B-score at 10 µM; actives 1.3% (n = 310,000); AID 588676;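 active = calcium-response B-score plate-corrected more than 3 library SD below zero, starting fluorescence within 5 deviations, no agonist response on first addition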;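 note: peak minus trough fluorescence over baseline after final BAM8-22 challenge near maximal dose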
# TRPC6 act: activators of mouse TRPC6 channel; Q61143; HEK293-TRPC6 membrane potential dye fluorescence; active compounds read high; B-score at 10 µM; actives 0.13% (n = 310,000); AID 2550;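 active = B-score of the integrated fluorescence ratio above library mean plus 3 SD, and starting fluorescence ratio within library mean plus 5 SD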;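 note: higher score means more depolarization so channel activation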
# HIF activator: HIF pathway transcriptional activation; U2OS HRE-luciferase reporter, luminescence; normalized: DMSO 0%, desferrioxamine 100%; activation, % at 7.5 µM (by protocol); actives 0.32% (n = 300,000); AID 1910;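 active = mean activation of at least 10% of the iron chelator positive control signal, with at least half of replicates also reaching 10%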
# RGS4 act: RGS4 potentiation or activation. HEK293 M3R/inducible RGS4, carbachol calcium flux Fluo4; active compounds read low. B-score at 10 µM. actives 0.92% (n = 310,000);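 active = B-score of the integrated calcium signal more than 4 SD below the library mean, with starting fluorescence not abnormally high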;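 note: negative B-score means reduced calcium response which marks RGS4 activation or potentiation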
#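 test system = M3R-expressing HEK293 line, RGS4 induced by doxycycline | probe or stimulus = carbachol at ECmax as muscarinic agonist stimulus | timing = dye loading 30 min 37 °C, buffer rest 30 min RT | signal = calcium dye Fluo4 fluorescence | evaluation = B score from integrated fluorescence ratio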
# TRPC4 block: TRPC4 (mouse) channel inhibition; Q9QUQ5; HEK293 TRPC4beta/mu-opioid, DAMGO-evoked Fluo4 calcium flux; active compounds read low; B-score at 10 µM; actives 0.39% (n = 300,000); AID 2247;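 active = B-score over 3 SD under the library average, no early fluorescence shift, positive overall ratio signal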
#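 Test system – stable TRPC4beta/mu-opioid receptor HEK293 cells · Probe or stimulus – DAMGO, a submaximal dose followed by a maximal one · Dosing – one concentration per compound · Signal – Fluo4 calcium fluorescence by kinetic imaging, 5 s 1 Hz baseline · Evaluation – per-well B score of integrated baseline-normalized Fluo4 ratio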
# * hit, by the source's call; i = inactive; . = not tested or not shown.
SMILES,MrgX1 allo act,RGS4 inh,SKKanGAS inh,MrgX1 ag,TRPC6 inh,Platelet DG rel,MrgX1 antag,TRPC6 act,HIF activator,RGS4 act,TRPC4 block
CN(C(=O)COC(=O)c1ccc2c(c1)OCCO2)c1ccccc1,i,i,0,i,i,5,i,i,0.4,i,i
CC(=O)Nc1cccc(C(=O)OCc2ccccc2)c1,i,i,0,i,i,2,i,i,1.2,i,i
O=c1ccc(=O)n(-c2ccccc2)[nH]1,i,i,-6,i,i,-13,i,i,-0.6,i,i
CC(C)Oc1ccc(Cl)cc1Nc1nc(NCCO)nc(N2CCCC2)n1,i,i,10,i,i,-1,i,i,0.4,i,i
CCCC(c1nnnn1CS(=O)(=O)c1ccc(C)cc1)N1CCN(C2CCCC2)CC1 (centres undefined),i,i,5,i,i,1,i,i,-0.5,i,i
Cn1c(-c2ccccc2)c(/C=N/NC(=O)c2cccnc2)c2ccccc21,i,i,-12,i,i,3,i,i,0.5,i,i
Cc1cccc(/N=C/C2=C(O)CC(C)(C)CC2=O)n1,i,i,4,i,i,-3,i,i,-0.2,i,i
CSc1ncc(Cl)c(C(=O)Nc2cccc(C)c2)n1,i,i,-3,i,i,3,i,i,.,i,i
Cc1ccccc1CC1(CO)CCCN(Cc2ccn[nH]2)C1 (centres undefined),i,i,-7,i,i,11,i,i,0.5,i,i
NC(=O)c1ccsc1NC(=O)C1CCCN1S(=O)(=O)c1ccc(Cl)cc1 (centres undefined),i,i,11,i,i,6,i,i,0.1,i,i
COc1ccc(/C=C(/C(=O)NCc2ccccc2)c2ccccc2)cc1,i,i,14,i,i,-7,i,i,-0.1,i,i
Cc1ccc2cccc(Oc3ccc([N+](=O)[O-])cc3[N+](=O)[O-])c2n1,i,i,6,i,i,4,i,i,-0.4,i,i
CCCS(=O)(=O)NCCc1cc2c(OC)ccc(OC)c2[nH]c1=O,i,i,-2,i,i,6,i,i,-0.3,i,i
CCOC(=O)C(CC)Sc1nc2c(c(=O)[nH]c(=O)n2C)n1CCc1ccccc1 (centres undefined),i,i,28,i,i,2,i,i,0.3,i,i
O=C(CSc1nc2ccccc2n1-c1ccccc1)Nc1ncc(Cl)cc1Cl,i,i,7,i,i,26,i,i,-1.3,i,i
CC(=O)c1cccc(NC2c3ncccc3C(=O)N2Cc2ccco2)c1 (centres undefined),i,i,9,i,i,-13,i,i,0.0,i,i
Cc1ccc(C2=N/C(=C/c3cccs3)C(=O)N2Nc2ccccc2)cc1,i,i,2,i,i,13,i,i,0.5,i,i
O=C(NCC(c1cccnc1)N1CCN(c2ccccc2F)CC1)c1cccc(Cl)c1 (centres undefined),i,i,-10,i,i,-10,i,i,-0.3,i,i
Nn1c(Cc2cccc3ccccc23)nnc1SCc1ccccc1,i,i,-12,i,i,-1,i,i,0.2,i,i
Cc1cc(C)c(S(=O)(=O)c2cccc(Cl)c2)c(Cl)n1,i,i,4,i,i,-1,i,i,0.0,i,i
Cc1cccc(C(=O)NCCCNC(=O)c2ccc(C)nc2)c1,i,i,1,i,i,2,i,i,0.0,i,i
CCOC(=O)c1c(NC2=NS(=O)(=O)c3ccccc32)sc2c1CCC(C)C2 (centres undefined),i,i,38,i,i,-4,i,i,0.3,i,i
CCOC(=O)C(C(=O)NCCCN1CCOCC1)C1CCCCC1 (centres undefined),i,i,-4,i,i,-4,i,i,-0.5,i,i
COc1ccc(S(=O)(=O)Cc2ccc(C(=O)N3CC(C)CC(C)C3)o2)cc1 (centres undefined),i,i,-5,i,i,21,i,i,-0.1,i,i
CCNC(=S)N/N=C/c1ccc(OCCOc2ccccc2C)cc1,i,i,0,i,i,2,i,i,-0.3,i,i
COCCN(C(=O)COC(=O)C1=COCCO1)c1c(N)n(Cc2ccccc2)c(=O)[nH]c1=O,i,i,23,i,i,-5,i,i,0.2,i,i
O=C(NCCCN1CCOCC1)C(=O)NCc1ccc(Cl)cc1,i,i,-10,i,i,7,i,i,-0.6,i,i
C#CC[N+](C)(C)CCCCCCCCCCCC,i,i,26,i,-5.1*,-9,i,i,-24,i,i
O=S(=O)(NCCSc1ccccc1)c1cccs1,i,i,-2,i,i,-7,i,i,0.3,i,i
Cc1ccc(-n2nnnc2CNC(=O)c2ccc(Br)o2)cc1C,i,i,-4,i,i,20,i,i,0.1,i,i
CN(NC1OC(=O)c2ccccc21)c1c([N+](=O)[O-])cc(C(F)(F)F)cc1[N+](=O)[O-] (centres undefined),i,i,1,i,i,2,i,i,-0.2,i,i
Cc1ccc(C(=O)c2cc([N+](=O)[O-])ccc2N2CCCCC2)cc1,i,i,0,i,i,-4,i,i,0.2,i,i
COc1ccc(CCNC(=O)CCn2c(=O)oc3ccccc32)cc1,i,i,8,i,i,6,i,i,-0.1,i,i
O=C(CN1C(=O)C2CC=C(Cl)CC2C1=O)NCc1ccccc1 (centres undefined),i,i,4,i,i,17,i,i,-0.4,i,i
COc1ccc(C(=O)Nc2ccccc2C(=O)NC(Cc2ccc(O)cc2)C(=O)NNC(=O)c2ccc(C)cc2)cc1 (centres undefined),i,i,13,i,i,-3,i,i,0.4,i,i
Clc1ccc(OCCN2CCCCC2)c(Cl)c1,i,i,0,i,i,4,i,i,0.3,i,i
CC(C)C1Cc2c(sc(NC(=S)NC(=O)c3ccccc3)c2C#N)CO1 (centres undefined),i,i,0,i,i,1,i,i,0.3,i,i
CCCS(=O)(=O)N1CCN(C(=O)c2ccc(-c3ccccc3)cc2)CC1,i,i,-4,i,i,-1,i,i,-0.3,i,i
CCCc1ccc(OCC(O)CN2CCc3ccccc3C2)cc1 (centres undefined),i,i,3,i,i,12,i,i,0.7,i,i
CN(C)Cc1ccc(F)cc1Sc1cc(Cl)ccc1Cl,i,i,-4,i,i,3,i,i,-0.1,i,i

# Record cards, as listed above.
# Record of `COc1ccc(S(=O)(=O)Cc2ccc(C(=O)N3CC(C)CC(C)C3)o2)cc1` (centres undefined) = MrgX1 allo act = i; RGS4 inh = i; SKKanGAS inh = -5; MrgX1 ag = i; TRPC6 inh = i; Platelet DG rel = 21; MrgX1 antag = i; TRPC6 act = i; HIF activator = -0.1; RGS4 act = i; TRPC4 block = i
# Record of `CC(C)C1Cc2c(sc(NC(=S)NC(=O)c3ccccc3)c2C#N)CO1` (centres undefined) = MrgX1 allo act = i; RGS4 inh = i; SKKanGAS inh = 0; MrgX1 ag = i; TRPC6 inh = i; Platelet DG rel = 1; MrgX1 antag = i; TRPC6 act = i; HIF activator = 0.3; RGS4 act = i; TRPC4 block = i

# (more compounds)
SMILES,MrgX1 allo act,RGS4 inh,SKKanGAS inh,MrgX1 ag,TRPC6 inh,Platelet DG rel,MrgX1 antag,TRPC6 act,HIF activator,RGS4 act,TRPC4 block
COc1ccccc1/C=C/C=N/n1c(C2CCCCC2)n[nH]c1=S,i,i,4,i,i,14,i,i,-0.2,i,i
C[C@@H]1NC(=O)/C(=C\c2ccccc2Cl)NC1=O,i,i,-5,i,i,10,i,i,-0.4,i,i
CN(C)S(=O)(=O)c1ccc(Cl)c(C(=O)NC2CCCCCCC2)c1,i,i,12,i,i,-2,i,i,0.0,i,i
Cc1cccc(N2CCN(C(=S)NC3CCCCC3)CC2)c1C,i,i,4,i,i,9,i,i,0.3,i,i
COc1cc(Cl)c(C)cc1NC(=O)CC1CCCC1,i,i,5,i,i,6,i,i,0.9,i,i
Cc1[nH]c(=O)c(C#N)c2c1COC(C)(C)C2,i,i,-4,i,i,16,i,i,-0.1,i,i
O=C(CP(=O)(c1ccccc1)c1ccccc1)Nn1cnnc1,i,i,1,i,i,2,i,i,0.5,i,i
COc1ccc(OC)c(CN2CCN(S(=O)(=O)c3ccccc3)CC2)c1,i,i,-9,i,i,21,i,i,-0.2,i,i
CCOC(=O)c1ccccc1NC(=O)C1CC(=O)N(C2CCCCC2)C1 (centres undefined),i,i,1,i,i,3,i,i,-0.5,i,i
COc1ccccc1NC(=O)c1nn(-c2ccccc2)ccc1=O,i,i,-2,i,i,5,i,i,0.7,i,i
Cc1cc([N+](=O)[O-])ccc1NC(=O)C[n+]1ccc(N(C)C)cc1,i,i,0,i,i,9,i,i,-0.4,i,i
Oc1ccc(/C=N/NC(=S)Nc2cccnc2)cc1O,i,i,-16,i,i,17,i,i,-0.8,i,i
CCOc1ccc(OCCCN(C)C)cc1,i,i,-2,i,i,-1,i,i,-0.4,i,i
Cc1ccc(NC(=O)N2CCCCCC2)c(C)c1,i,i,12,i,i,3,i,i,1.1,i,i
O=C(CSc1n[nH]c(-c2ccc(S(=O)(=O)N3CCCCC3)cc2)n1)Nc1nccs1,i,i,4,i,i,-2,i,i,0.0,i,i
COc1ccc(CCn2c(SCCN3CCCCC3)nc3ccccc3c2=O)cc1OC,i,i,-6,i,-9.2*,4,i,i,-0.3,i,i
Cn1cnnc1SCC(=O)Nc1ccc(OC(F)F)cc1,i,i,-1,i,i,1,-4.9*,i,0.1,i,i
CN1CCS/C1=C/C=C1\SC(=S)N(CC(=O)O)C1=O,i,i,-1,i,i,-10,i,i,-0.6,i,i
CC(C)(C)Cc1cc(N)on1,i,i,5,i,i,17,i,i,-17,i,i
CCN(CCNC(=O)C1CCN(S(=O)(=O)c2cccc3nsnc23)CC1)c1ccccc1,i,i,-3,i,i,-1,i,i,-0.3,i,i
Cc1cc(NC(=O)NC2CCCN2S(=O)(=O)c2ccc(Cl)cc2)no1 (centres undefined),i,i,-5,i,i,-35,i,i,-0.1,i,i
COc1ccc2c(c1)C(=O)N(c1ccccc1OC)C(=O)C2(C)C,i,i,-12,i,i,-9,i,i,0.4,i,i
CCN(c1ccccc1)S(=O)(=O)c1ccc(Cl)c(C(=O)NCCc2ccc(OC)cc2)c1,i,i,-5,i,i,-5,i,i,-0.3,i,i
Nn1c(Cc2cccc3ccccc23)nnc1SCc1c(Cl)cccc1Cl,i,i,2,i,i,1,i,i,0.8,i,i
CN1CCC(C(=O)N2CCCC(C(=O)c3ccc4c5c(cccc35)CC4)C2)CC1 (centres undefined),i,i,0,i,i,4,i,i,0.0,i,i
COc1ccc(OC)c(CCNC(=O)CCc2nnc3ccc(N4CCOCC4)nn23)c1,i,i,-1,i,i,4,i,i,-0.2,i,i
